# Source: PubChem
# 3T3 cytotox: Cytotoxic Profiling in NIH 3T3 Cell Line of Diverse Libraries Using Quantitative High-Throughput Screening; 4.3% of 94,000 active; NIH 3T3 viability, CellTiter-Glo ATP luminescence, 48-72 h; Potency, µM (highest dose often 96.7 µM), inactives show at the highest dose activity change, negative = cytotoxicity, hits mostly inhibitors; also: potency is read from the fitted curve at half-maximal effect; nearly all actives have a fitted effect of over 55% in size
#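 Mouse fibroblast NIH 3T3 cells, 400 per well, received compound via pintool and were incubated for 48 or 72 hr prior to CellTiter-Glo ATP luminescence measurement.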
# GPT2 inhibitor: Primary qHTS assay for inhibitors of Glutamate pyruvate transaminase 2 (GPT2). AID 1671188, 2021. Alanine aminotransferase 2 (Homo sapiens), Q8TD30. 0.25% of 100,000 active. Recombinant GPT2, coupled pyruvate oxidase/HRP Amplex Red fluorescence. Potency, µM (top dose mostly 57.7 µM), without a hit: at the top dose activity change, negative = inhibition, actives largely listed as inhibitors; also: potency is read from the fitted curve at half-maximal effect; nearly all actives have a fitted effect of over 60% in size; many of its hits are not listed in these tables
# Target sequence (Q8TD30 whole entry, looked up): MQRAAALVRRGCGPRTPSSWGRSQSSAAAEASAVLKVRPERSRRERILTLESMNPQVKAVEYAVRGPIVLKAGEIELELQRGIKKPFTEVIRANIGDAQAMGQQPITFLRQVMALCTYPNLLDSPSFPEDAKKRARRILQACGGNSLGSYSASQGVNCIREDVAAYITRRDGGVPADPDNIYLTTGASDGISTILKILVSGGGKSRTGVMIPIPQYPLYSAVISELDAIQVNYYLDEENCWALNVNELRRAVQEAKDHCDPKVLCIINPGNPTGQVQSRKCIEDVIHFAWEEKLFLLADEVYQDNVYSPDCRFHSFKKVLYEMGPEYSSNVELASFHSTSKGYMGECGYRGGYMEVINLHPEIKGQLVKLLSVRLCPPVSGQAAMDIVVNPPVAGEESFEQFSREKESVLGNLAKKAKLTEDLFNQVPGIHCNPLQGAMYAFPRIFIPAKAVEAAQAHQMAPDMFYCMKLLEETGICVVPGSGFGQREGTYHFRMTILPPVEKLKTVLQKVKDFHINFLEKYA
#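 Fluorescence read-out: pyruvate from GPT2 turnover coupled to pyruvate oxidase, HRP and Amplex Red (0.2mM ThPP, 0.2U/mL PO and HRP, 50uM Amplex final). Substrates 250uM a-KG, 2mM L-alanine; enzyme 10ng/uL; 30 min RT.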
# FLuc inh: Firefly luciferase inhibition profiling of diverse chemical library using quantitative high-throughput screening. purified P. pyralis luciferase, luminescence, biochemical. Potency, µM (doses to about 115 µM), for inactives: at the top dose activity change, negative = inhibition, most hits filed as inhibitors. 2.5% of 76,000 active; also: potency is read from the fitted curve at half-maximal effect; nearly all actives have a fitted effect of over 65% in size
# Target sequence (P08659 whole entry, looked up): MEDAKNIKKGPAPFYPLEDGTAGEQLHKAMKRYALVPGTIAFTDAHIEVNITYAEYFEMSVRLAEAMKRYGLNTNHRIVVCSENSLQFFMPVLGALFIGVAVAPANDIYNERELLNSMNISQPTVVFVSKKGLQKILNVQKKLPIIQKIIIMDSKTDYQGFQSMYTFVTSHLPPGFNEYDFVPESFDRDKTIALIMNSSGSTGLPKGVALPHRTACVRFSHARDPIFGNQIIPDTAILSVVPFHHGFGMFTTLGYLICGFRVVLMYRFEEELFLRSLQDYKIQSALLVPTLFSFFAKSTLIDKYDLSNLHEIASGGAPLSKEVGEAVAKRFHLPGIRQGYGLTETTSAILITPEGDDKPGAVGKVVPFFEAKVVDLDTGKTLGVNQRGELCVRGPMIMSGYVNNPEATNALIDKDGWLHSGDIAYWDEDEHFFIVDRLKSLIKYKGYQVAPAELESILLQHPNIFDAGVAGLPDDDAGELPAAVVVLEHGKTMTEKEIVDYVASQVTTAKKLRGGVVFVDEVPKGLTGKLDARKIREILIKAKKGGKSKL
#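 Biochemical qHTS: compound (6-point titration) added to 10uM D-luciferin plus 10uM ATP in Tris acetate pH 7.5 buffer with Mg, Tween-20 and BSA, then purified enzyme at 10nM; light output imaged.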
# HEK293 viab: GF-AFC viability counterscreen for inhibitors of alpha-synuclein gene (SNCA) expression; HEK-293-SNCA-luc viability, GF-AFC fluorescence, 24 h; Potency, µM (top dose mostly 57.1 µM), for inactives: at the highest dose activity change, negative = cytotoxicity, usual class: cytotoxic; 0.12% of 150,000 active; AID 1671193, 2021;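 also: potency is read from the fitted curve at half-maximal effect; 0% = DMSO-treated cells and -100% = medium-only wells without cells; nearly all actives have a fitted effect of over 30% in size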
#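 Cytotoxicity counterscreen: after 24 h compound treatment of genome-edited SNCA-luciferase HEK-293 cells, live-cell protease substrate GF-AFC read by fluorescence after 30 min; activity scaled between DMSO (0%) and medium-only (-100%), curves Hill-fitted.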
# IP6K1 inhibitor: Primary qHTS assay for small molecule inhibitors of Inositol hexaphosphate kinase 1 (IP6K1); Inositol hexakisphosphate kinase 1 (Homo sapiens), Q92551; activity change, % (series mostly up to about 58 µM); AID 1645851, 2021; IP6K1 kinase, ADP-Glo luminescence, 2 h; stronger effect = lower value; 0.81% of 140,000 active; in the data active = activity change below about -25%
#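 ADP-Glo luminescence measures ADP made by human IP6K1 during a 2 h RT reaction with ATP/IP6 (mix at 1.3 mM/130 uM); top library doses 57.5 and 19.1 uM final.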
# SNCA expr inh: Primary qHTS assay for inhibitors of alpha-synuclein gene (SNCA) expression; HEK-293 SNCA-luciferase knock-in, luminescence, 24 h; Potency, µM (highest dose often 57.2 µM), for the others: at the highest dose activity change, negative = inhibition, usual class: inhibitors; 0.17% of 140,000 active; AID 1671194, 2021;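 also: potency is read from the fitted curve at half-maximal effect; plate controls were DMSO cells for no effect and cell-free wells for full effect; nearly all actives have a fitted effect of over 45% in size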
# HEK cytotox: Cytotoxic Profiling in HEK 293 Cell Line of Diverse Libraries Using Quantitative High-Throughput Screening. HEK 293 viability, ATP luminescence (CellTiter-Glo), 48-72 h. Potency, µM (series often up to 115 µM), inactives show top-dose activity change, negative = cytotoxicity, hits mostly inhibitors. 6.6% of 94,000 active. AID 1345083, 2018; also: potency is read from the fitted curve at half-maximal effect; nearly all actives have a fitted effect of over 60% in size
#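 Luminescence from cellular ATP, measured with CellTiter-Glo, indicates HEK 293 viability. Cells plated at 250 cells/well are treated with compound for 48 or 72 hr at 37 degree Celsius before reagent addition.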
# Numbers without * were called inactive; i = inactive; ? = inconclusive; nt = not tested or not shown; [ ] = another dose, or the depositor's remark. Unless noted, calls follow the shape of the dose curve; as a rule, active = well fitted curve in the direction sought with a large enough effect; inconclusive = small, poorly fitted or top-dose-only effect, or another doubt; inactive = no such curve, though single readings can be large; an effect the other way counts as inactive or inconclusive. Unless noted, % is scaled to controls: 0 for no effect and ±100 for the full control effect.
# Values run as follows: 3T3 cytotox	GPT2 inhibitor	FLuc inh	HEK293 viab	IP6K1 inhibitor	SNCA expr inh	HEK cytotox
- O=C1NC(=NC2CCCC2)C2(CCN([S+](=O)([O-])c3cccc(C(F)(F)F)c3)CC2)N1c1cccnc1
    -28%	i	nt	3%	-9	7%	i
- COc1cccc(-c2ccc(C(=O)NCCN[S+](=O)([O-])c3ccccc3)cc2)c1
    ?	nt	nt	nt	-9	nt	45µM*
- O=C(c1cnco1)N1CC(F)(F)C[C@H]1c1nc(-c2ccccc2)no1
    -18%	i	-19%	0%	10	48%[activator]	-3%
- Cc1cccc(-c2[nH]c(C(C)(C)C)nc2-c2ccc3c(c2)OCO3)n1
    nt	2%	nt	-16%	nt	-31%	nt
- O=C(NCCc1ccc(Cl)cc1)c1ccc(CS(=O)(=O)Cc2ccc(Cl)cc2)o1
    nt	nt	nt	4%	13	110%[activator]	nt
- O=C(NCCc1ccccc1)c1cn2cc(-c3ccc(F)cc3)sc2n1
    ?	i	nt	-2%	6	-8%	?
- Cc1nc([C@H]2CCN(Cc3cc(F)c(F)cc3F)C[C@H]2NC(=O)C2CC2)n[nH]1
    -2%	-10%	7%	5%[12.5 µM]	27	-7%	2%
- O=C1CC(c2noc(-c3cc(F)ccc3Cl)n2)CN1c1ccc(F)cc1 (configuration not stated)
    -23%	-6%	-5%	9%	10	-11%	?
- O=C(c1ccco1)N1CCC[C@H](n2c(=O)n(CC3CC3)c3cccnc32)C1
    -20%	1%	0%	-2%	1	8%	?
- CSc1ccc(CCNC(=O)CCCn2nc(C)c3sc4ccccc4c3c2=O)cc1
    nt	nt	nt	3%	15	?	nt
- CCc1ccc(NC(=O)CSc2nc(=O)n(Cc3ccco3)c3c2CCC3)cc1
    nt	nt	nt	2%	10	10%	nt
- O=C(NCc1cccs1)C1CCc2sc(C(=O)N3CCCCCC3)cc2C1 (configuration not stated)
    ?	i	-26%	0%	8	15%	?
- COc1ccccc1C(=O)N1CCC(OC2CCN(S(C)(=O)=O)CC2)CC1
    i	4%	-1%	11%	-5	-9%	14%
- O=C(c1ccncc1)N1CCC(Cc2noc(C3CC3)n2)C1 (configuration not stated)
    -23%	i	0%	11%	-1	?	-21%
- CSCc1ccc(C(=O)N2CCCC(c3nccn3CC3CC3)C2)o1 (configuration not stated)
    -18%	4%[11.5 µM]	0%	1%	21	10%	4%
- CN(C(=O)Cn1nnc(-c2ccc(S(C)(=O)=O)cc2)n1)c1ccccc1
    nt	nt	nt	-19%	-3	-8%	nt
- N#Cc1cccc(C(=O)N2CCC3(CC2)NC(=O)N(Cc2cccc(Cl)c2)C3=O)c1
    -23%	-3%	5%	-4%	0	-5%	?
- O=C(c1cccc(OC(F)(F)F)c1)N1CC2CC(C1)[C@H]1CCCC(=O)N1C2 (some centres not stated)
    0%	i	6%	-8%	-5	-14%	9%
- COc1ccc(C(=O)N2CCC[C@H]2c2nc(-c3ccc(OC)c(OC)c3)no2)c(OC)c1
    -18%	i	-7%	5%	0	48%[activator]	?
- CO[C@H]1C(=O)N(C(C)C)[C@H]1C1CCN(C(=O)Cn2ccc(C)n2)CC1
    -1%	3%	25µM*	-7%	20	108%[activator]	0%
- Cc1ccc(Nc2nn3c(=O)c4cc5c(cc4nc3s2)OCO5)cc1Cl
    nt	nt	nt	1%	8	-13%	nt
- N#Cc1csc(N2CC3CCC(C2)N3CC(F)(F)F)n1
    0%	1%	nt	-3%	-5	5%	-7%
- CC(C)c1nnc(N2C(=O)c3oc4ccccc4c(=O)c3C2c2ccccc2F)s1 (configuration not stated)
    nt	nt	nt	-5%	-19	-2%	nt
- Cc1ccc(Cn2c(C)c(CNCc3ccccc3F)c(C(=O)O)c2C)cc1
    nt	nt	nt	-7%	-4	-14%	nt
- COc1ccccc1CNC(=O)[C@H]1CN(C(C)C)C[C@H]1C(=O)O
    3%	?	-6%	?	8	-17%	i
- CCc1ccc(NC(=O)C2CCN(C(=O)c3nnn4c3COC(c3ccc(OC)cc3)C4)CC2)cc1 (configuration not stated)
    5%	?	?	4%	-1	31%[activator]	-39%
- c1coc(-c2noc(CCCc3nc(C4CCOC4)no3)n2)c1 (configuration not stated)
    ?	0%	-14%	-1%	-2	-5%	-20%
- CC(C)CN1C(=O)C(C)(C)[S+](=O)([O-])[C@H]2CN(c3ccc(Oc4ccccc4)cc3)C[C@@H]21
    ?	4%	-6%	14%	-4	-2%	?
- COc1ccc(S(=O)(=O)NCC(c2ccco2)N2CCN(c3ccccc3)CC2)cc1OC (configuration not stated)
    nt	nt	nt	?	-10	-4%	nt
- Cc1cc(C)cc(NC(=O)C(Cc2ccccc2)NS(=O)(=O)c2ccc3c(c2)CCC(=O)N3)c1 (configuration not stated)
    nt	nt	nt	0%	-5	-3%	nt
- NC(=O)c1cc2c(nc1CC1CC(=O)N(c3ccccc3)C1)CCC2 (configuration not stated)
    0%	0%	-3%	-10%	-6	13%	?
- Cc1ccc(S(=O)(=O)N2CCCC(CCC(=O)N(C)C)C2)cc1 (configuration not stated)
    -19%	i	nt	4%	5	22%	-7%
- CN1[C@@H](CCC(=O)N2CCN(c3ccccc3)CC2)CNC(=O)[C@H]2NCC[C@H]21
    -1%[138 µM]	-16%[88.5 µM]	-5%[172 µM]	2%[87.6 µM]	12	?	2%[172 µM]
- O=C(Cc1cccc(F)c1)N1CC(Oc2ccc(-c3nc(-c4ccccc4)no3)cc2)C1
    -13%	i	2µM*	-4%	9	12%	?
- CN(C1CCOCC1)C1CCN(C(=O)c2ccnn2C)CC1
    -12%	i	8%	3%	-11	-10%	-11%
- O=C(O)CCNC(=O)c1ccccc1
    nt	2%	nt	-12%[23.9 µM]	21	29%[25.6 µM]	nt
- CCOC(=O)c1c(S(=O)(=O)NCC(=O)N(C)c2ccc(C)cc2)c(C)n(C)c1C
    nt	nt	nt	1%	0	-1%	nt
- Cc1nc(-c2cn(C3CCCN(C(=O)c4ccc(Cl)s4)C3)nn2)no1 (configuration not stated)
    -5%	3%	-11%	-2%	1	-14%	-8%
- COc1cccc(CCC(=O)N2CCCN(C)c3ccccc32)c1
    ?	i	-20%	1%	-3	36%[activator]	?
- COC(=O)c1ccccc1NS(=O)(=O)c1cc2c(cc1C)N(C)CCO2
    nt	nt	nt	2%	-1	0%	nt

# Next section; the last 2 above are carried over.
# Values run as follows: 3T3 cytotox	GPT2 inhibitor	FLuc inh	HEK293 viab	IP6K1 inhibitor	SNCA expr inh	HEK cytotox
- COc1cccc(CCC(=O)N2CCCN(C)c3ccccc32)c1
    ?	i	-20%	1%	-3	36%[activator]	?
- COC(=O)c1ccccc1NS(=O)(=O)c1cc2c(cc1C)N(C)CCO2
    nt	nt	nt	2%	-1	0%	nt
- Cc1ccccc1C(=O)OCc1cc(=O)n2nc(C3CCCCC3)sc2n1
    nt	nt	nt	-9%	10	12%	nt
- CCOC(=O)c1cnc(NCc2ccc(Cl)cc2)c2ccccc12
    nt	nt	nt	7%	3	-33%	nt
- Cn1nccc1C(=O)N1CCCC(c2nc(C3CCOCC3)no2)C1 (configuration not stated)
    1%	-7%	-8%	-6%	12	-8%	-1%
- O=C(NCCc1nc2ccccc2n1Cc1ccc(Cl)cc1Cl)c1ccco1
    nt	nt	nt	?	-11	-2%	nt
- CCOC(=O)c1cccc(NC(=O)c2oc3c(c2C)-c2nn(CC)cc2CC3)c1
    nt	nt	nt	3%	-28*	34%[activator]	nt
- CCc1nc(-c2c3n(c(=O)n(CCCOc4ccc(F)cc4)c2=O)CCCC3)no1
    -18%	i	-9%	-6%	20	33%[activator]	-3%
- COCCN1C(=O)c2cccn2CC1CNS(=O)(=O)c1ccccc1 (configuration not stated)
    -10%	2%	0%	-5%	-7	-2%	-26%
- Cc1nn(-c2ccccc2)c2c1C(C1CC1)N(C1CCN(Cc3ccccc3Cl)CC1)C2=O (configuration not stated)
    3%	nt	nt	nt	-5	nt	i
- CCOCC1(C)COc2ccc(C(=O)NCc3ccc(F)cc3)cc2N1 (configuration not stated)
    -16%[138 µM]	-16%[88.5 µM]	-6%[172 µM]	-8%[87.6 µM]	9	7%[87.6 µM]	?
- CC(C)CCN1CCC2(CC1)OCCN(CCc1ccccc1)C2=O
    -12%[138 µM]	2%[88.5 µM]	-9%[172 µM]	-1%[87.6 µM]	-7	-6%[87.6 µM]	?
- CCC1=C(C(=O)OC)C(c2ccccc2OC)N2C(CC(=O)NC(C)(C)C)=CSC2=N1 (configuration not stated)
    -10%	?	-8%	-9%	-3	23%	-29%
- CC1=C(C(=O)OC(C)C)C(c2ccccc2C)N2C(CC(=O)N3CCCC3)=CSC2=N1 (configuration not stated)
    -30%	i	-7%	2%	-10	-12%	?
- O=C(NC1CCCN(c2ccc3nnc(C4CC4)n3n2)C1)C1CC1 (configuration not stated)
    1%	nt	nt	nt	1	nt	-5%
- Cc1cccc(CN2CCC3(CC2)CCN(Cc2cccc(O)c2)CC3CO)n1 (configuration not stated)
    -6%	1%	11%	-1%	5	-4%	-7%
- COc1ccc(-c2cn3nc(SCC(=O)Nc4ccc(C)c(Cl)c4)ccc3n2)cc1
    nt	nt	nt	0%	1	209%[activator]	nt
- COc1ccc(NC2CCCN(C(=O)c3ccc(S(N)(=O)=O)cc3)C2)cc1 (configuration not stated)
    -1%	i	-1%	7%	27	-18%	-2%
- NC(=O)[C@@H]1CN(C(=O)c2ccc(F)cn2)C[C@H]1COc1ccccc1
    -20%	5%	-3%	2%	13	-13%	-6%
- COC(=O)N(C)Cc1cccc(N2CCN(S(=O)(=O)c3cccc4ccccc34)CC2)c1F
    ?	nt	nt	nt	6	nt	?
- CC1CCC23COC(=O)C2=CC(O)CC3C1(C)CCC1=CC(=O)OC1O (configuration not stated)
    nt	?	nt	-11%	16	nt	nt
- CCNC(=O)CCc1c(C)nn(-c2ccccc2)c1Oc1ccccc1
    -12%	1%	-1%	1%	9	0%	-13%
- COc1ccc(C(=O)N2CCCN(c3cc(-c4ccc(C)c(C)c4)[nH]n3)CC2)cc1OC
    -20%	?	4%	-1%	-6	-7%	?
- CCN(CC)c1ccc(CNC(=O)c2cc3c(s2)CN(C(C)C)C3)cc1
    -18%	-25%	?	0%	16	?	-28%
